PGE2 EP2 inh – human EP2 receptor antagonists, primary screen, TR-FRET cAMP, C6 glioma cells; C6 glioma cells expressing human EP2; cells stimulated with saturating PGE2; inhibition, % at 25 µM; 260,000 compounds, 0.52% hits;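 active = percent inhibition above 40 after rounding to a whole number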;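 also: rat C6 glioma host cells with rolipram phosphodiesterase inhibitor present; the protocol text gives 20 µM as final concentration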
Target sequence (P43116 whole entry, looked up): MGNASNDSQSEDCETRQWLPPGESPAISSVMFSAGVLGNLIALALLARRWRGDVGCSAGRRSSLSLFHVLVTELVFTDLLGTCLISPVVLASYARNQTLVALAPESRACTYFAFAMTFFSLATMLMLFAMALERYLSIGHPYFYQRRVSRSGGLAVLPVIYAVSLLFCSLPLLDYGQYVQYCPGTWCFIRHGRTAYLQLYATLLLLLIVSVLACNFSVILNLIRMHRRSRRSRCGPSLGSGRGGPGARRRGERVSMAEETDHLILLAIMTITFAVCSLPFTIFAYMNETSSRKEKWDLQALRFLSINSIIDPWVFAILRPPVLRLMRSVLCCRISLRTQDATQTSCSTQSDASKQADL
* marks the source's active call; other numbers are inactive results; & = joins results of further samples. A portion of the library; count on the stated rates, not on these rows.

SMILES	PGE2 EP2 inh
Cc1ccc2nc(C3CCCCN3C(=O)C(C)c3n[nH]c(=O)c4ccccc34)[nH]c2c1 (stereo unspecified)	6
COc1cc(S(=O)(=O)N2CC=C(c3ccc(F)cc3)CC2)ccc1-n1cnnn1	2
O=C(CSc1nnc2scc(-c3ccc(F)cc3)n12)Nc1nccs1	9
O=[N+]([O-])c1ccc(S(=O)(=O)Cc2ccccc2)c2nonc12	14
COCCn1c(SCC(=O)Nc2nnc(C)s2)nnc1-c1ccccc1	14
COc1cccc(NC2=NCC(=O)N2Cc2ccc(F)cc2)c1	14
Cc1n[nH]c(C)c1CNC(=O)C1CCN(Cc2ccccc2Cl)CC1	9
CCc1c(C)sc2nc(C)nc(SCC(=O)Nc3ccccc3C)c12	13
Cc1cccc(C(=O)NC2CCN(CC(=O)Nc3cccc4ccccc34)CC2)c1	12
CCOC(=O)Cc1csc(NC(=O)CSc2nc3cc(C)ccc3cc2C#N)n1	9
Cc1nc2c(c(=O)[nH]1)CCN(Cc1ccnc3ccccc13)C2	8
COC(=O)C1=C(C)N(C)C(=O)NC1c1ccc(N2CCOCC2)cc1 (stereo unspecified)	8
Cc1cccc(NC(=S)N(CCCO)Cc2cc3cc(C)c(C)cc3[nH]c2=O)c1	18
Cc1ccc2cc(C(c3nnnn3C3CCCC3)N3CCC(O)CC3)c(=O)[nH]c2c1C (stereo unspecified)	14
C=CC(N)CCC(=O)O (stereo unspecified)	13&8

Continued; it opens with the 4 that closed the last part.
SMILES	PGE2 EP2 inh
COC(=O)C1=C(C)N(C)C(=O)NC1c1ccc(N2CCOCC2)cc1 (stereo unspecified)	8
Cc1cccc(NC(=S)N(CCCO)Cc2cc3cc(C)c(C)cc3[nH]c2=O)c1	18
Cc1ccc2cc(C(c3nnnn3C3CCCC3)N3CCC(O)CC3)c(=O)[nH]c2c1C (stereo unspecified)	14
C=CC(N)CCC(=O)O (stereo unspecified)	13&8
CN(C)c1ncnc2c1ncn2CCn1cnc2c(N(C)C)ncnc21	46*
CNc1ccc2c3c(cccc13)C(=O)N(C)C2=O	19
CC1CCN(C(=O)COc2ccc(S(=O)(=O)NC(C)C)cc2)CC1	7
Brc1ccc2c(c1)C(c1ccncc1)=NNC(c1ccccc1)=N2	9
CCOC(=O)Cn1nnnc1CN(Cc1ccccc1)Cc1cc2ccc(C)cc2[nH]c1=O	14
Cc1cc(NC(=O)c2cccc(Cl)c2)ccc1NC(=O)CN1CCCC(C)C1 (stereo unspecified)	18
COCCCNC(=S)N1CCC(C(=O)c2ccc(Cl)cc2)CC1	11
COc1ccc(CNC(=O)c2sc3nc4cc(C)ccc4cc3c2N)cc1	5
CCOc1ccc(Cc2nccc3cc(OCC)c(OCC)cc23)cc1OCC	6
CC(Cc1ccccn1)N(C)C(=O)COc1ncnc2ccccc12 (stereo unspecified)	5
Cn1c(SCC(=O)Nc2ccccc2)nnc1-c1cccs1	5
CCC(=O)Nc1ccc(NC(=O)CSc2nc3cc(OC)c(OC)cc3cc2C)cc1	17
Cc1ccc(OCC(=O)Nc2nc3ccc(S(C)(=O)=O)cc3s2)c(C)c1	8
CCOc1ccc(N(C(C)C(=O)N2CCN(c3ccc(OC)cc3)CC2)S(C)(=O)=O)cc1 (stereo unspecified)	10
COc1ccc(CCC(=O)NC2CCCc3c2cnn3-c2ccc(F)cc2)cc1 (stereo unspecified)	17
CCn1c(COc2cccc3ccccc23)nnc1SCC(=O)N1CCOCC1	5
O=C(NCc1ccc2c(c1)OCO2)[C@H]1C=CCN1C(=O)NCc1ccccc1	8
COCCn1c(=O)n(CC(=O)NCc2ccc(F)cc2)c2cccnc21	6
CCCn1c(=O)c(C(=O)Nc2ccc(Cl)cc2Cl)c(O)c2ccccc21	7
COc1cc(-c2cc(-c3ccc(Cl)c(Cl)c3)nc(N)c2C#N)ccc1O	10
CC(c1ccccc1)n1c(N2CCN(C)CC2)nc2c1c(=O)[nH]c(=O)n2C (stereo unspecified)	12
COC(=O)c1ccc(Cl)c2c1C1C=CCC1C(c1cccnc1)N2 (stereo unspecified)	9
Cc1ccsc1CNCC(C)O (stereo unspecified)	10
COc1cccc2c(C)cc(=O)[nH]c12	10
O=C(CSc1nnc(COc2ccc(Cl)cc2Cl)o1)Nc1cccc2ccccc12	11
C=CC[C@]12C=C(OC)C(=O)C=C1O[C@@H](c1ccc3c(c1)OCO3)[C@H]2C	19
COc1cc(C(=O)Nc2cnc(NC(=O)C3CCCCC3)cc2C)cc(OC)c1OC	12
O=c1oc2ccc3ccccc3c2cc1-c1nnc(-c2cccc(F)c2)o1	10
c1ccc(C[C@@H](Nc2cccnc2)c2ccccc2)cc1	10
COC(=O)CCC(=O)Nc1ccc(S(=O)(=O)Nc2nc(C)cc(C)n2)cc1	8
COc1cc2sc3ccc(C#CC4(O)CCCCC4)cc3c(=O)c2cc1OC	3
CCN1C(=O)C=CC1=O	13
Cc1cccc(C(C)C)c1NC(=O)CN1C(=O)c2ccccc2S1(=O)=O	7
O=C(c1cc(F)cc(F)c1)N1CCC(n2nnc3ccccc3c2=O)CC1	7
C=CCN1C(=O)C2(C(C#N)=C(N)Oc3n[nH]c(CC(=O)OC)c32)c2ccccc21 (stereo unspecified)	14
O=C(NCc1ccccc1)C1=C[C@@H](c2ccc3c(c2)OCO3)C[C@@H](OCc2ccc(CO)cc2)O1	7
Cc1ccc(NC(=O)c2ccc(F)cc2F)cc1	11
CCn1c(SCC(=O)Nc2ccc(C(=O)OC)cc2)nc2sc3c(c2c1=O)CCC3	4
CC(C)(CO)NC(=O)c1cc(-c2ccccc2)on1	7
CC(=O)OCC(=O)[C@@]1(O)[C@H](OC(C)=O)CC2C3CCC4=CC(=O)C=C[C@]4(C)[C@@]3(F)[C@@H](O)C[C@@]21C (stereo partly specified)	9
CCCC[C@@H]1CN=C(N)N1CC(C)(C)C	-1
Cc1cccc(C)c1NC(=O)Cn1cc(C(=O)c2cccs2)c2ccccc21	13
CCCn1c(CN2CCOCC2)nc2c1c(=O)n(C)c(=O)n2C	10
COC/C=C/C1=CC2=CC(=O)C(C)(OC(=O)c3cnc4ccccc4n3)C(=O)C2=CN1C1CC1 (stereo unspecified)	9
COc1ccc2c(c1)C=C(/C=C/C1=CCN(C)CC1)CO2	7
COCCCN1C2=C(C(=O)CC(C)(C)C2)C(c2ccc(O)c(OC)c2)C2=C1CC(C)(C)CC2=O	12
COc1ccc(-c2cnc(SCC(=O)Nc3cccc(NC(C)=O)c3)[nH]2)cc1	13
CCOC(=O)C1CCN(C(c2cc3c(C)ccc(C)c3[nH]c2=O)c2nnnn2CCOC)CC1 (stereo unspecified)	16
O=C1NC(=S)NC(=O)C1=Cc1cn(CCOc2ccccc2F)c2ccccc12	8
COc1ccc2cc(C(=O)N3CCc4c(nc(C)[nH]c4=O)C3)[nH]c2c1	5
COc1ccccc1NC(=O)N(Cc1cc2ccc(C)c(C)c2[nH]c1=O)C1CCCC1	15
CCOC(=O)C1C(c2cccc3ccccc23)NC(=S)NC1(O)C(F)(F)F (stereo unspecified)	6
COc1ccc(NC(=O)N(CCCN2CCOCC2)Cc2cc3cc(C)ccc3[nH]c2=O)cc1	15
NC(=O)c1nc(-c2ccccc2)nc2c1[nH]c(=O)n2CC1CCCO1 (stereo unspecified)	8
CCOc1ccc(N(C(=O)c2csnn2)C(C(=O)NC(C)(C)C)c2ccccc2)cc1 (stereo unspecified)	18
CCN1CCCC1CN(Cc1cc2cc3c(cc2[nH]c1=O)OCCO3)C(=O)NC1CCCCC1 (stereo unspecified)	8
CC(C)(C)C(=O)Nc1nnc(SCC(=O)Nc2ccc(F)cc2)s1	9
CC(C)[C@H](Cn1nnc2ccccc21)NC(=O)c1ccc2c(c1)CCN2S(C)(=O)=O	8
COC(=O)c1ccc(Cl)c(NC(=O)CN2C(=O)c3cccc4cccc2c34)c1	12
Cc1ccc(-c2nc(NC(=O)c3ccco3)sc2C)cc1C	12
More entries
SMILES	PGE2 EP2 inh
Cc1cc(-c2cc(N)c(=O)n(CC(=O)NCCOc3ccccc3)n2)c(C)o1	7
COc1ccc(C)cc1N(CC(=O)NC1CCCC1)C(=O)c1snc(C(N)=O)c1N	5
COc1ccc(-c2nnc(SCC(=O)c3ccc(C)c(C)c3)o2)cc1OC	11
COc1cccc(/C(O)=C2/C(=O)C(=O)N(CCCN3CCOCC3)C2c2ccco2)c1 (stereo unspecified)	12
OC1(c2ccc(Cl)cc2)CCN(Cc2c[nH]c3ccccc23)CC1	20&13
Cc1nc([N+](=O)[O-])cn1CCO	8
O=c1[nH]c2cc3c(cc2cc1CN(C1CCCCC1)S(=O)(=O)c1ccc2c(c1)OCCO2)OCO3	16
Cc1cccc(-n2c(SCC(N)=O)nnc2-c2ccco2)c1	12
Cc1cccn2c(=O)c3cc(C(=O)NCCN4CCOCC4)c(=N)n(C(C)C)c3nc12	6
COc1ccc2[nH]c(=O)c(CN(CCCO)C(=S)Nc3ccccc3)cc2c1	3
Cc1nnc(NC(=O)C2CCN(c3nc4ccccc4n3C)CC2)s1	2
O=C(CSc1nc(-c2ccco2)cc(C(F)(F)F)n1)NC1CCCCC1	11
C=CCn1c(=O)c(C(=O)Nc2ccc(C(=O)OCC)cc2)c(O)c2ccccc21	11
O=[N+]([O-])c1cc(Cc2cc([N+](=O)[O-])c3cccnc3c2O)c(O)c2ncccc12	75*
C=CCn1c(SCC(=O)c2ccc(F)cc2)nc2sc(C)cc2c1=O	8
O=C(CN1CCC(O)(c2ccccn2)CC1)Nc1ccccc1C(F)(F)F	6
CN(C)C(=O)Cn1cc(I)c(=O)[nH]c1=O	6
COC(=O)C1=C(C)NC(=S)N(C(C)=O)C1c1ccc(OC)cc1 (stereo unspecified)	9
O=C1C2=C(Nc3ncnn3C2c2ccccc2)c2ccccc21 (stereo unspecified)	6
CCc1ccc2nc(SCC(=O)OC(C)C)c(C#N)cc2c1	15
COc1cccc(NC(=O)c2c(NC(=O)c3ccccc3OC)sc(C)c2C)c1	7
Cn1c(SCC(=O)Nc2ccccc2F)nnc1-c1ccncc1	12
Cc1cccc(Cn2c(SCC(C)O)nc3c2c(=O)[nH]c(=O)n3C)c1 (stereo unspecified)	7
COc1ccc(Cn2nnnc2CN(Cc2cccs2)Cc2cc3cc(C)ccc3[nH]c2=O)cc1	7
CCc1nc(SCC(=O)N2CCCCC2C)c2ccccc2n1 (stereo unspecified)	12
Cc1cc(C)c2[nH]c(=O)c(CN(Cc3ccco3)C(=O)NC3CCCCC3)cc2c1	6
COc1ccc(S(=O)(=O)N2CCN(c3c(C)cccc3C)CC2)cc1C	10
O=C(Cn1c(-c2cccs2)cc2cccnc21)NCCc1ccncc1	6
O=C(CSc1nccc2ccccc12)NCc1noc(-c2ccccc2)n1	15
Cc1sc2nc(C(C)C)nc(SCC(N)=O)c2c1C	9

An excerpt from above in order of length of the SMILES, highest first.
SMILES	PGE2 EP2 inh
Cc1cc(C)c2[nH]c(=O)c(CN(Cc3ccco3)C(=O)NC3CCCCC3)cc2c1	6
COc1ccc(S(=O)(=O)N2CCN(c3c(C)cccc3C)CC2)cc1C	10
O=C(CSc1nccc2ccccc12)NCc1noc(-c2ccccc2)n1	15
O=C(Cn1c(-c2cccs2)cc2cccnc21)NCCc1ccncc1	6
CCc1ccc2nc(SCC(=O)OC(C)C)c(C#N)cc2c1	15
Cc1sc2nc(C(C)C)nc(SCC(N)=O)c2c1C	9
CN(C)C(=O)Cn1cc(I)c(=O)[nH]c1=O	6

More entries.
SMILES	PGE2 EP2 inh
CCOc1ccc2[nH]c(=O)c(C(c3nnnn3CCOC)N3CCCCC3)cc2c1 (stereo unspecified)	9
COc1ccc(/C=C(\C#N)C(N)=O)c(OC)c1	14
C/C(=N\NC1=NCCN1)c1cn(C2=NCCN2)nc1C	49*
COc1cccc(CC(=O)N2CCC(O)(c3cccnc3)CC2)c1	0
O=C(Cc1c[nH]c2ccccc12)N1C2CCC1CC(c1ccc(F)cc1)C2 (stereo unspecified)	4
Cn1c(=O)oc2cc(S(=O)(=O)N(Cc3ccccn3)C3CC3)ccc21	3
O=C(c1n[nH]c2c1CCCC2)N1CCn2cc(C(F)(F)F)nc2C1	5
Cn1c(CN2CCOCC2)nnc1SCC(=O)Nc1cccc(Cl)c1Cl	12
CCOC(=O)C(CC)Sc1nc2c(c(=O)[nH]c(=O)n2C)n1CC(N)=O (stereo unspecified)	4
CCN(C(=O)C1CC1)c1nc(-c2cc(OC)ccc2OC)cs1	9
O=C(O)CCC(=O)c1ccc2sc3ccccc3c2c1	6
Cc1cc(I)ccc1NC(=O)CN1CCCCC1	10
Oc1ccccc1-c1nc2cnccn2c1NCc1ccccc1	9
CC[C@H](C)C(=O)O[C@H]1CCC=C2C=C[C@H](C)C(CCC3C[C@@H](O)CC(=O)O3)[C@H]21 (stereo partly specified)	11
CC1=C(C(=O)Nc2ccccc2C)Sc2ccccc2N1	10

Overlap with the part before: 3 compounds, then new ones.
SMILES	PGE2 EP2 inh
Oc1ccccc1-c1nc2cnccn2c1NCc1ccccc1	9
CC[C@H](C)C(=O)O[C@H]1CCC=C2C=C[C@H](C)C(CCC3C[C@@H](O)CC(=O)O3)[C@H]21 (stereo partly specified)	11
CC1=C(C(=O)Nc2ccccc2C)Sc2ccccc2N1	10
Cc1ccc(C)c(N(C(=O)c2csnn2)C(C(=O)NC(C)(C)C)c2ccncc2)c1 (stereo unspecified)	9
C=CCSc1nc2c(c(=O)[nH]c(=O)n2C)n1CC(=C)C	6
Cc1ccc2cc(CN(CCCO)C(=S)NC3CCCCC3)c(=O)[nH]c2c1C	27
COc1ccccc1C1(O)CCN(CC(O)c2ccc3c(c2)OCCO3)CC1 (stereo unspecified)	7
CC(=O)NC1(c2ccc(F)cc2)CCN(Cc2cc(Cl)c3c(c2)OCO3)CC1	9
COC(=O)[C@H]1CN(C(=O)c2n[nH]c(=O)c3ccccc23)C[C@@H]1c1ccc(F)cc1	8
Cc1ccc(C(=O)CCCn2nnc(-c3ccncc3)n2)cc1C	12
Cc1cccc(OCC(=O)Nc2ccc(N3CCN(C(=O)C(C)C)CC3)cc2)c1	10
